# MEKK2wt PB1 HTS = modulators of MEK5 binding to wildtype MEKK2, primary screen, biochemical, multiplex bead flow cytometry, Alexa488-MEK5; Mitogen-activated protein kinase kinase kinase 2 (Homo sapiens), Q9Y2U5; AID 1531, 2009; actives 1.1% (n = 290,000); Alexa488-MEK5 binding to MEKK2 WT; actives lie on both sides; binding response (% of control), % at 10 µM; in the data active = binding response below about 67% or above about 130%
# GPR7 antagonist = GPR7 receptor antagonists, primary screen, cell-based, fluorescence, single concentration; Neuropeptides B/W receptor type 1 (Homo sapiens), P48145; GPR7-expressing cells, fluorescence antagonist assay; inhibition, % at 4.4 µM; actives 1.1% (n = 290,000); in the data active = inhibition above about 16%, passing the limit was not always enough;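 note: cells stimulated with the agonist NPW; 0% = agonist with vehicle and 100% = vehicle without agonist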
# Target sequence (P48145 whole entry, looked up): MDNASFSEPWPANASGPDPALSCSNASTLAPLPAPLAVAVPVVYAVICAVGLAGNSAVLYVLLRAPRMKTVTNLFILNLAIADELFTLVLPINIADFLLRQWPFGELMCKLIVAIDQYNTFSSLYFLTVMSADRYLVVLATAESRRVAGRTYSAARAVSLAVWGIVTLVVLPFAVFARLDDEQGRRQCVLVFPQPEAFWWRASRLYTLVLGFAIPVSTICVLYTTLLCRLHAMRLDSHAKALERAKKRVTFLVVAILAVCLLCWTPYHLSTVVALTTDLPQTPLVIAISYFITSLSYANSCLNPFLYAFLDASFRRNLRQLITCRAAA
# V1R ag counter = agonists of human V1a receptor, primary screen, counter-screen for OXTR agonist project, fluorescence, CHO-V1R cells. Vasopressin V1a receptor (Homo sapiens), P37288. Fluo-8 calcium fluorescence, agonist mode; 0% DMSO, 100% 3 nM vasopressin. activation, % at 3 µM. actives 0.25% (n = 320,000);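 active = activation above the mean activation of all tested compounds plus 3 SD, per screening run, cut at about 20% in these data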;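 note: signal is peak over basal fluorescence ratio across a 100 second FLIPR read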
# OXTR ag = human OXTR agonists, primary screen, fluorescence, CHO-OTR cells, Fluo-8 calcium | Fluo-8 calcium fluorescence; normalized: DMSO 0%, oxytocin 100% | activation, % at 3 µM | actives 0.32% (n = 320,000);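 active = activation above the mean of all tested compounds plus 3 SD, cutoff set per screening run, cut at about 20% in these data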;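 note: peak over basal fluorescence ratio from a 100 s FLIPR kinetic read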
# Target sequence (P30559 whole entry, looked up): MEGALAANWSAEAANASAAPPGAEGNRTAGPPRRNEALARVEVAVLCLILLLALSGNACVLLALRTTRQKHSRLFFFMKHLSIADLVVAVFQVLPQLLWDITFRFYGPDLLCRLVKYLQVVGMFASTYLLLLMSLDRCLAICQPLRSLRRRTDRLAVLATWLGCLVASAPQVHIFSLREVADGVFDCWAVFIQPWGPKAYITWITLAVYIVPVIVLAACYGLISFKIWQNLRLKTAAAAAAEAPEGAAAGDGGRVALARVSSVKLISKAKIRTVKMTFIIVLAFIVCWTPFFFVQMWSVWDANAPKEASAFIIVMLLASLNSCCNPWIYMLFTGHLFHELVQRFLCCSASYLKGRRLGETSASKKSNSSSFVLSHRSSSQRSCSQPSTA
# OXTR potentiate = human OXTR potentiators, primary screen, fluorescence, CHO-OTR cells, Fluo-8 calcium | Oxytocin receptor (Homo sapiens), P30559 | Fluo-8 calcium fluorescence, potentiator mode; 0% = oxytocin EC15, 100% = EC100 | activation, % at 3 µM | actives 0.061% (n = 320,000);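 active = activation above that plate's cutoff, the mean activation of tested compounds plus 3 SD, cut at about 6.6% in these data, passing the limit was not always enough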;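 note: 100% uses oxytocin at 75 nM as the full agonist control; some results filed as inactive read as strong as hits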
#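 Assay system: CHO-OTR cells, human receptor / Also added: oxytocin at about EC15, sub-maximal agonist stimulus / Dosing: single dose, 3.0 µM nominal final compound concentration / Incubation: 6 min pre-incubation, 100 s read / Technique: Fluo-8 calcium dye fluorescence / Read-out: % activation vs EC15 and EC100 oxytocin / Benchmarks: EC15 oxytocin low, 75 nM oxytocin high / Replicates: singlicate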
# NALP1 inh = NALP1 inflammasome inhibitors in reconstituted yeast, colorimetric, S. cerevisiae, triplicate retest. actives 0.61% (n = 280,000). S. cerevisiae NALP1/ASC/caspase-1 growth, X-gal OD620, 72 h. inhibition, % at 10 µM. AID 2071, 2009; in the data active = inhibition mostly above about 24%, no sharp cut-off; inactive = mostly below about 32%; note: some compounds called inactive have numbers as strong as hits
# MEKK2 mut-MEK5 = MEK5 binding signal on mutant MEKK2 PB1, primary screen, biochemical, multiplex bead flow cytometry, Alexa488-MEK5. Alexa488-MEK5 binding to MEKK2 mutant. percent response, % at 10 µM. actives 0.35% (n = 290,000). AID 1530, 2009; in the data active = percent response above about 24%, passing the limit was not always enough; note: inactives centre near 1; some results filed as inactive read as strong as hits; reference of the scale not given here
# PfM18AAP inh = PfM18AAP inhibitors, malaria aminopeptidase, primary screen, biochemical, QFRET, recombinant enzyme. H-Glu-NHMec fluorogenic cleavage. inhibition, % at 7.35 µM. actives 1.2% (n = 290,000). AID 1822, 2009;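 active = inhibition above the campaign mean inhibition over all tested compounds plus 3 SD, cut at about 28% in these data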;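 note: 0% = plate median of test compound wells and 100% = 2 mM ZnCl2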
# GalR3 antag = GalR3 antagonists in HEK293 cells, primary screen, cell-based, fluorescence readout. HEK293 GalR3-CNG cAMP membrane potential fluorescence; galR3 body fused to GalR1 C-terminus. inhibition, % at 3 µM. actives 0.44% (n = 360,000);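 active = inhibition above the screen-wide average plus 3 SD, cut at about 13% in these data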;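 note: forskolin and galanin both at EC90 stimulate the cells; cAMP rise reported by CNG channel membrane potential dye signal; 0% = forskolin plus galanin with DMSO and 100% = forskolin alone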
# Target sequence (O60755 1-299 limits assumed): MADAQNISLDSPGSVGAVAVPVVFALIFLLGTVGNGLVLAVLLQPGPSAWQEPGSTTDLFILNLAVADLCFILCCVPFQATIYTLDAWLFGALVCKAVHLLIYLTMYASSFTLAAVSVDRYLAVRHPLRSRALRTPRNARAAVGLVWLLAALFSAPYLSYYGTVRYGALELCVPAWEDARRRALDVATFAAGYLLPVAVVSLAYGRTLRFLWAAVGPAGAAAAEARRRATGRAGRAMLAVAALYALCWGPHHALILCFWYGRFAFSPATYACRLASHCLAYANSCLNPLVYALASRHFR
# * hit, by the source's call; . = no result given.
SMILES,MEKK2wt PB1 HTS,GPR7 antagonist,V1R ag counter,OXTR ag,OXTR potentiate,NALP1 inh,MEKK2 mut-MEK5,PfM18AAP inh,GalR3 antag
COc1ccc(S(=O)(=O)Nc2ccc(S(=O)(=O)N3CCCCC3)cc2)cc1OC,100,-7,0.9,1.0,-7,23,4,5,0
COc1cc(/C=N\NC(=O)c2ccc(-c3ccccc3)cc2)cc(OC)c1O,99,-16,-0.6,0.4,-4,11,-1,12,5
COCCNC(=O)/C(C#N)=C/c1cccs1,97,9,1.1,0.5,-5,9,-2,-2,-3
O=S(=O)(NCc1ccccc1Cl)c1ccc(-n2cnnn2)cc1,108,4,2.8,2.8,-8,7,4,-4,-7
C/C(CC(=O)Nc1ccc(N(C)C)cc1)=N\NC(=O)c1ccncc1,92,-2,-0.5,0.1,1,1,-8,6,-7
COc1cccc(N(CC(=O)N2CCOCC2)S(C)(=O)=O)c1,103,17,0.8,0.8,-4,16,-1,1,-8
COc1ccc(/C=C/C(=O)OCC(=O)NCCc2ccccc2)c(OC)c1,.,.,-0.7,-2.1,2,.,.,.,-2
CS(=O)(=O)c1nc(-c2ccccc2)c(-c2ccccc2)[nH]1,102,-12,3.2,-0.5,-1,18,-2,-14,-4
O=C(CC1Oc2ccccc2NC1=O)NC1CCCC1 (stereo unspecified),112,-16,0.1,0.5,1,-6,4,7,-3
CCOc1ccc(CCNC(=O)c2ccc3nc(N4CCOCC4)sc3c2)cc1OCC,98,-10,0.3,-1.0,-10,.,-15,-2,-1
COC(=O)c1oc2c(c1C)C(=O)CC(C)(C)C2,109,0,0.0,-1.0,-8,6,3,1,-3
O=S(=O)(/C=C/c1ccccc1)NC1CCCCCC1,94,-10,-1.3,-2.5,-13,6,-6,1,-6
COc1cc(-c2nc(S(=O)(=O)c3ccc(Cl)cc3)c(N(C)C)o2)cc(OC)c1OC,98,4,-0.3,-0.4,-9,13,5,3,6
CCCCCCCCn1c(=O)c(C(=O)OCC)c(O)c2ccccc21,103,-10,0.2,-2.0,-8,21,5,7,2
CCOc1ccc(N2C(=O)Nc3ccc(Br)cc3C2(O)C(=O)NCCN(C)C)cc1 (stereo unspecified),107,2,1.4,0.1,1,1,6,-26,-15
Cc1nn(-c2ccccc2)c(N)c1C(c1ccc(C(C)C)cc1)c1c(C)nn(-c2ccccc2)c1N,106,-2,-1.0,-3.3,-7,.,0,-2,-6
COc1ccccc1NC(=O)Nc1nc(CC(=O)Nc2cc(F)ccc2F)cs1,.,.,-0.3,-1.8,-5,.,.,.,-4
Cc1ccc(S(=O)(=O)N2CCN(C3CC(=O)N(CCc4ccccc4)C3=O)CC2)cc1C (stereo unspecified),99,-11,-0.3,-0.1,-7,10,6,0,-4
O=C(CSc1nc2ncc(Cl)cc2[nH]1)Nc1ccccc1-c1ccccc1,101,-9,5.0,0.2,-5,0,-3,-4,-11
COc1ccc(C(=O)/C=C/c2cccnc2)c(OC)c1,108,-14,-0.1,-0.6,5,-90,3,-7,-2
Cc1cc2oc(=O)cc(CN(C)Cc3cccc(F)c3)c2cc1Cl,104,-2,0.5,-0.8,-6,14,8,-5,-12
NS(=O)(=O)c1ccc(NC(=O)COC(=O)c2cnc(Cl)c(Cl)c2)cc1,60,-1,0.0,-0.4,-13,7,-18,-2,-3
Cc1cc(=O)[nH]c(SCc2cccc(F)c2)n1,109,5,0.5,-0.4,-14,4,6,9,1
Cc1ccccc1OC(C)C(=O)N1CCC(Cc2ccccc2)CC1 (stereo unspecified),92,28*,2.6,-1.4,-6,4,0,0,-4
O=C(CSc1ncn[nH]1)N1CCOCC1,104,4,0.9,-0.3,-13,27,-10,20,-6
O=C(CN(CCc1ccccc1)C(=O)CNS(=O)(=O)c1ccccc1)NCc1ccco1,115,-12,0.2,-1.1,-10,-6,9,-2,-3
COc1cccc(OC)c1C(=O)Nc1ccc([N+](=O)[O-])cn1,116,-9,-0.1,-0.4,0,32,0,1,1
O=C(O)C1CCCN1S(=O)(=O)c1cccc(S(=O)(=O)N2CCCC2C(=O)O)c1 (stereo unspecified),99,-8,0.7,0.2,-3,-12,0,-2,-4
COc1ccc2cc(C(=O)NCCc3ccccc3)[nH]c2c1,107,6,.,.,.,24,10,-3,-8
O=C(NCc1ccccc1F)Nc1ccc([N+](=O)[O-])cc1,99,-4,5.8,7.6,-21,7,-1,-1,-7
COc1ccccc1NC(=O)c1ccccc1NS(C)(=O)=O,112,4,-0.4,0.0,-16,5,14,1,5
CCOC1=NS(=O)(=O)c2ccccc21,105,0,-0.1,0.1,-10,6,0,1,-1
CC(C)CN(C(=O)COC(=O)/C=C/c1cccs1)c1c(N)n(Cc2ccccc2)c(=O)[nH]c1=O,.,.,0.8,2.3,-11,.,.,.,-4
Cc1cc(C(=O)N2CCN(C/C=C/c3ccccc3)CC2)cs1,90,20*,1.4,1.8,-1,8,-7,-13,.
COc1ccc(-c2cc(=O)oc3cc(OC(C)C(=O)Nc4ccc(CN5CCOCC5)cc4)ccc23)cc1 (stereo unspecified),110,4,1.7,3.3,-3,22,-2,2,-7
CSc1ncc(CN2CCc3c([nH]c4ccccc34)C2C(C)(C)C)cn1 (stereo unspecified),101,-4,0.5,-0.8,0,-1,1,8,-9
CCOc1cc(/C=N/NC(=O)CSc2nncn2C)ccc1OCC(N)=O,105,-4,-0.3,0.4,3,.,13,-5,2
COC(=O)c1cc(OC)c(OC)cc1NC(=S)N1CCN(C)CC1,92,-7,0.2,-0.4,-7,8,-5,-4,1
COCCNC(=O)NC(=O)COC(=O)C1(c2ccc(Cl)cc2)CC1,98,5,-0.1,-1.5,-16,-4,-1,0,-3
CCC(NC(=O)Nn1cnnc1)(C(F)(F)F)C(F)(F)F,107,-9,-0.2,-0.5,-10,-2,1,11,-3
COc1ccc(/C=N/Nc2nc(=O)[nH]nc2C)cc1[N+](=O)[O-],105,-7,-0.2,-0.8,-11,15,0,-5,-5
CCN(CC)CCNC(=O)C1c2cc(OC)c(OC)cc2C(=O)N2CCc3ccccc3C12 (stereo unspecified),.,-11,1.4,1.1,-3,7,.,-5,4
CCOc1cccc(C(=O)NC(=S)Nc2ccc(N3CCN(CC)CC3)cc2)c1,130,-14,4.3,3.3,-10,15,12,-6,-3
COc1ccc(CCN(Cc2ccccn2)C(=S)Nc2ccc(C)cc2)cc1OC,102,-6,0.0,-1.4,-9,8,4,3,4
COc1ccc(NC(=O)CC2SC(=NCC3CCCO3)NC2=O)c([N+](=O)[O-])c1 (stereo unspecified),96,-21,0.4,-0.2,-7,-4,1,-3,-5
CC1(C)CC(NC(=O)C23CCC(C)(C(=O)C2)C3(C)C)CC(C)(C)N1 (stereo unspecified),98,-7,-0.7,0.4,-3,-2,0,3,-6
COCCSc1ccccc1C(=O)N1CCN(Cc2ccccc2)CC1,100,-14,-0.8,-0.8,-7,-8,9,-4,-2
CCOc1cc(NC(=O)c2ccccc2C)c(OCC)cc1NC(=O)C1=Cc2ccccc2OC1,100,-13,0.4,0.5,3,29,-1,3,-3
O=C(Cc1ccccc1[N+](=O)[O-])Nc1ccccc1C(=O)N1CCCC1,87,-4,0.4,-1.3,-18,-6,-10,-3,-3
C/C(=N/NC(=O)c1cnccn1)c1cccs1,104,-10,-0.1,0.1,-3,23,0,1,2
O=C(Nc1cccc(C(=O)O)c1)/C(=C\c1ccccc1)NC(=O)c1cccc2ccccc12,100,-3,0.7,0.4,-4,-2,-4,3,-7
COc1ccc(C(=O)N2CCN(C(=O)Cc3ccccc3)CC2)cc1,99,-2,-0.1,-0.5,-1,7,-4,-8,-4
N#Cc1c2c(c(-c3ccccc3Cl)[nH]c1=S)CCCC2,81,11,.,.,.,-8,-11,-4,-4
COc1ccc(/C=C2\CCC(C3CCCC3)C2=O)cc1Cn1nc(C)cc1C (stereo unspecified),99,-1,0.1,-0.7,-10,11,-2,-15,-10
CCOC(=O)c1ccc(-n2c(C)nc3ccc(Br)cc3c2=O)cc1,103,1,0.3,-0.4,0,.,-1,0,2
CCOCCn1c(=NC(=O)c2cc(Cl)sc2Cl)sc2cc(S(N)(=O)=O)ccc21,106,3,0.5,2.3,1,44,-2,4,.
Cc1ccc(NC(=O)CSCC(=O)NCc2ccco2)cc1,.,.,-1.2,-1.5,4,.,.,.,-3
Cc1cc(C)c(C(=O)NC2CCCc3c2cnn3-c2cccc(C)c2C)o1 (stereo unspecified),104,-19,5.6,2.1,-8,8,7,4,-6
O=C(Nc1ccc2c(c1)OCCO2)c1ccc2nccnc2c1,103,-12,-1.0,-0.9,-2,-8,5,0,-4
COc1ccc(Cn2nnnc2C(c2cccs2)N2CCN(c3ccc([N+](=O)[O-])cc3)CC2)cc1 (stereo unspecified),99,18,0.3,0.1,-20,31,-2,0,-6
# The list goes on:
SMILES,MEKK2wt PB1 HTS,GPR7 antagonist,V1R ag counter,OXTR ag,OXTR potentiate,NALP1 inh,MEKK2 mut-MEK5,PfM18AAP inh,GalR3 antag
COc1cccc(C(=O)Nc2ccc(N3CCN(C(=O)c4cccs4)CC3)cc2)c1,98,-3,9.2,6.1,-15,9,2,4,-3
CC(C)C(=O)NC(Nc1cc(C(F)(F)F)ccc1Cl)C(Cl)(Cl)Cl (stereo unspecified),96,-12,-1.0,-1.5,-17,14,1,-9,-4
CC(=O)N1CC[n+]2c(-c3ccc([N+](=O)[O-])cc3)csc21,75,10,-0.1,0.2,-3,20,-4,22,-4
CCN(CC)S(=O)(=O)c1ccc(OC)c(NC(=O)OCc2ccccc2)c1,94,-5,1.2,-0.9,-16,16,0,-14,-8
COc1ccc(Oc2c(C)oc3c(CN4CCOCC4)c(O)ccc3c2=O)cc1,110,-3,0.6,0.7,-6,18,6,0,-1
CC1(C)CC(=O)C2=C(C1)OC1=C(C2)C(=O)CC(C)(C)C1,99,-9,-0.2,0.1,-15,-4,2,-1,-12
Cc1cc(=O)[nH]c(N/N=C/c2ccc(Cl)c([N+](=O)[O-])c2)n1,98,-20,0.3,-0.1,-8,1,2,-2,14*
COc1ccccc1NC(=O)c1ccc(NC(=O)COC(=O)CC(NC(=O)c2ccccc2Cl)c2ccccc2)cc1 (stereo unspecified),103,-4,0.7,0.6,-9,32,0,0,4

# In another format: 3 of the compounds above.
# Each structure is followed by: MEKK2wt PB1 HTS	GPR7 antagonist	V1R ag counter	OXTR ag	OXTR potentiate	NALP1 inh	MEKK2 mut-MEK5	PfM18AAP inh	GalR3 antag
CC(C)C(=O)NC(Nc1cc(C(F)(F)F)ccc1Cl)C(Cl)(Cl)Cl (stereo unspecified)
 : 96	-12	-1.0	-1.5	-17	14	1	-9	-4
CC(=O)N1CC[n+]2c(-c3ccc([N+](=O)[O-])cc3)csc21
 : 75	10	-0.1	0.2	-3	20	-4	22	-4
CCN(CC)S(=O)(=O)c1ccc(OC)c(NC(=O)OCc2ccccc2)c1
 : 94	-5	1.2	-0.9	-16	16	0	-14	-8

# Compound activity as filed in PubChem BioAssay.
